High-throughput results deposited in PubChem by several laboratories.
GLD-1 TGE inh: GLD-1/TGE RNA complex disruptors, primary screen, biochemical, fluorescence polarization; AID 2280, 2010; inhibition, % at 5.96 µM; hit rate 0.44% among 320,000; purified GLD-1 + fluorescein TGE RNA; Female germline-specific tumor suppressor gld-1 (Caenorhabditis elegans), Q17339;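 active = percent inhibition above a per-plate cutoff, the plate mean of test compounds plus 3 SD, cut at about 30% in these data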;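 also: 0% = DMSO wells with GLD-1 and probe and 100% = wells lacking GLD-1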
AHR activator: AHR activators, primary screen, cell-based, luminescence, luciferase reporter, human. Aryl hydrocarbon receptor (Homo sapiens), P35869. AID 2796, 2010. hit rate 2.5% among 320,000. AHR-responsive luciferase reporter cells. activation, % at 5 µM; in the data active = activation above about 47%;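 also: 0% = vehicle wells and 100% = reference agonist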
MCL1-BIM inh: inhibitors of MCL1 binding to BIM-BH3, primary screen, biochemical, fluorescence polarization. Induced myeloid leukemia cell differentiation protein Mcl-1 (Homo sapiens), Q07820. GST-MCL1 / FITC-Bim-BH3 fluorescence polarization. inhibition, % at 10.9 µM. hit rate 0.68% among 320,000. AID 2057, 2009;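 active = inhibition above the mean inhibition of all tested compounds plus 3 SD, set per campaign, cut at about 40% in these data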;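 also: 0% = DMSO wells and 100% = unlabeled Bim-BH3 peptide control; higher means more loss of mP so more displacement of Bim peptide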
Target sequence (Q07820 whole entry, looked up): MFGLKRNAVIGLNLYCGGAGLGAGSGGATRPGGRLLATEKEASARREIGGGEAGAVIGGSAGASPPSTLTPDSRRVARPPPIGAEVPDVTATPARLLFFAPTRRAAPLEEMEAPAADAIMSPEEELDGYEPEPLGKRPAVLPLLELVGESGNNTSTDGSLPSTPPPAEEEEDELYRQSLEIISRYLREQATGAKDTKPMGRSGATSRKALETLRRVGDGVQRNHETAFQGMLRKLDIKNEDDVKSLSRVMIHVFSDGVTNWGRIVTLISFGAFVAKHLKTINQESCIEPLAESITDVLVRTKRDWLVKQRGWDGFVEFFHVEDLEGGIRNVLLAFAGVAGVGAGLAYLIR
BCLXL inh: inhibitors of human Bcl-xL, primary screen, biochemical, fluorescence polarization, HTS; Bcl-2-like protein 1 (Homo sapiens), Q07817; inhibition, % at 10.9 µM; AID 2129, 2009; GST-Bcl-xL / FITC-Bim BH3 peptide fluorescence polarization; hit rate 0.7% among 320,000;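 active = inhibition above the mean of all tested compounds plus 3 SD, cutoff set per campaign, cut at about 30% in these data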;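 also: 0% = DMSO wells and 100% = unlabeled Bim-BH3 peptide competitor; inhibitors lower millipolarization by displacing the labeled peptide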
MEX-5 binding: MEX-5 zinc finger RNA-binding disruptors – biochemical, C. elegans, fluorescence polarization, MLPCN library, primary screen. hit rate 0.38% among 300,000. MEX-5/FITC-TCR2 RNA binding; active compounds read low. Zinc finger protein mex-5 (Caenorhabditis elegans), Q9XUB2. AID 1832, 2009. activity score (negative = inhibition of binding), % at 10 µM;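 active = inhibition past about -25% in most replicates, and total fluorescence under double the plate's negative control median, limit read from the data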;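 also: 0% = DMSO and -100% = 5 µM competing unlabeled TCR2 RNA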
Target sequence (Q9XUB2 whole entry, looked up): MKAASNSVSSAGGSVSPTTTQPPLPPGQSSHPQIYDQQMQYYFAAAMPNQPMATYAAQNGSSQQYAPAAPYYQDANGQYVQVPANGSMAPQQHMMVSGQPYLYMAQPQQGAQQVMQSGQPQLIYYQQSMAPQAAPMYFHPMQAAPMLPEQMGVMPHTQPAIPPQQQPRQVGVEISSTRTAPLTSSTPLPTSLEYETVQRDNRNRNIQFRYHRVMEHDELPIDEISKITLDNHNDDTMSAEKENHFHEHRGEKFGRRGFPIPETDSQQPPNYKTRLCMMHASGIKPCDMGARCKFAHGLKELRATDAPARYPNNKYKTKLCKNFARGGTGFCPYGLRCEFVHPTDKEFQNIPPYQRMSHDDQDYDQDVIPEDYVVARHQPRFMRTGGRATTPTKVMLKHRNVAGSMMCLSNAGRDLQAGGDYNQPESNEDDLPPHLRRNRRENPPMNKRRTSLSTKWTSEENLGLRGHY
PAFAH1B2 inh: PAFAH1B2 enzyme inhibitors, primary screen, biochemical, fluorescence polarization, human; Platelet-activating factor acetylhydrolase IB subunit alpha2 (Homo sapiens), P68402; recombinant PAFAH1B2, FP-rhodamine activity probe; inhibition, % at 3.39 µM; hit rate 1.2% among 340,000;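 active = inhibition above the mean of all tested compounds plus 3 SD, cut at about 24% in these data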;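 also: 0% = enzyme with DMSO and 100% = wells lacking PAFAH1B2; many of its hits are not listed in these tables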
Target sequence (P68402 whole entry, looked up): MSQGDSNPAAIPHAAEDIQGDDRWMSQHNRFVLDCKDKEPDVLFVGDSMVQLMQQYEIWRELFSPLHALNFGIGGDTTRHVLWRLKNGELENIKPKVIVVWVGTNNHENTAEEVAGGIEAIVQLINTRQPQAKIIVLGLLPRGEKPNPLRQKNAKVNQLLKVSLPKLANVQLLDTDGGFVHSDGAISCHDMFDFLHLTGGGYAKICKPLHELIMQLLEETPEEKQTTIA
PME-1 inh: PME-1 inhibitors via competitive probe labeling, primary screen, biochemical, fluorescence polarization, FP-Rh probe, HTS; Protein phosphatase methylesterase 1 (Homo sapiens), Q9Y570; recombinant PME-1; inhibition, % at 5.9 µM; hit rate 0.53% among 320,000; AID 2130, 2009;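 active = inhibition above the campaign mean of all compounds plus 3 SD, cut at about 26% in these data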;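 also: competitive labeling of PME-1 active site by serine hydrolase directed probe; 0% = PME-1 with DMSO and 100% = wells lacking PME-1 enzyme; inhibitors block probe labeling so polarization falls and inhibition rises; many of its hits are not listed in these tables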
Fam108B inh: mouse Fam108B serine hydrolase inhibitors, primary screen, counter-screen for RBBP9 inhibitor project, biochemical, fluorescence polarization; recombinant Fam108B, FP-Rh probe fluorescence polarization; inhibition, % at 9.51 µM; hit rate 0.33% among 300,000; AID 1947, 2009;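 active = inhibition above the screen mean inhibition plus 3 SD, computed separately per campaign, cut at about 18% in these data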;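 also: inhibitors lower polarization as less probe binds the enzyme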
pPAFAH inh: pPAFAH enzyme inhibitors, primary screen, biochemical, fluorescence polarization, human; hit rate 1.5% among 330,000; Platelet-activating factor acetylhydrolase (Homo sapiens), Q13093; inhibition, % at 3.39 µM; AID 463082, 2010; recombinant pPAFAH, FP-rhodamine probe fluorescence polarization;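 active = inhibition above the mean inhibition across the screen plus 3 SD, cut at about 25% in these data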;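 also: inhibitors block binding of the rhodamine activity-based probe so polarization drops; 0% = enzyme with DMSO and 100% = wells lacking pPAFAH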
* = called active by the depositor; / = not tested or not shown. A portion of the library (hit frequency here may not be typical).

SMILES	GLD-1 TGE inh	AHR activator	MCL1-BIM inh	BCLXL inh	MEX-5 binding	PAFAH1B2 inh	PME-1 inh	Fam108B inh	pPAFAH inh
O=c1[nH]c(O)c(N=Nc2ccc(SC(F)F)cc2)c(=O)[nH]1	-2	9	8	10	-9.6	11	-1	-1	5
COC(=O)C1=C(c2ccc3ccccc3c2)C[C@@H]2CC[C@H]1N2C(=O)NCC1CC1	1	2	2	0	/	4	2	/	1
CCOc1ccc(C2CC(c3c(O)n(C)c(=O)n(C)c3=O)=NN2)cc1 (stereo not given)	4	0	2	7	4.1	3	-5	-1	2
C#CCOc1cc(C2C3=C(COC3=O)Nc3cc4c(cc32)OCO4)ccc1OC (stereo not given)	-3	6	1	0	1.1	1	0	1	4
O=C(O)CCn1cc(C=C2C(=O)NC(=O)NC2=O)c(-c2cc3ccccc3oc2=O)n1	-1	-3	-4	5	0.5	5	-2	-1	-2
C=CCN1C(=O)NC(=O)/C(=C/c2cccn2C)C1=O	-34	-1	-17	-9	-3.7	7	-6	4	4
N/C(=N\[N+](=O)[O-])N1CCN(C(=O)Oc2ccccc2)CC1	4	0	6	4	1.1	-2	6	-2	2
Nc1ccccc1C(=O)c1ccccc1	-2	0	-7	-2	2.6	-2	-3	0	3
CC(C)(C)c1cc([N+](=O)[O-])cc(C(C)(C)C)c1O	0	-1	2	-2	0.6	/	-3	0	3
CCCc1c(C)nc(SCC(=O)C(C)(C)C)nc1OC(=O)N(C)C	-2	-2	4	3	-0.4	0	-4	-4	5
O=C(C(Cc1ccccc1)NS(=O)(=O)c1cccc2nsnc12)N1CCC2(CC1)OCCO2 (stereo not given)	-1	1	1	6	-1.1	-1	-3	1	3
O=C(Cc1ccccc1)N1CCN(Cc2cccc(Br)c2)CC1	5	2	-6	3	-1.2	4	-2	-1	6
Cc1c(C(=O)N2CCC3(CC2)OCCO3)oc2ccc(S(=O)(=O)N3CCCCC3)cc12	-3	3	-4	2	-5.7	1	0	-1	0
COCc1cc(C2SCC(=O)Nc3c2c(=O)[nH]n3C(C)C)ccc1OC (stereo not given)	1	1	4	0	3.9	8	1	0	-2
COC(=O)C1=C(c2cccc(NC(C)=O)c2)C[C@@H]2CC[C@H]1N2C	7	-1	10	6	/	8	1	/	2
COC(=O)C1=C(c2cc3ccccc3o2)C[C@@H]2CC[C@H]1N2C(=O)NCc1ccc(F)cc1	1	1	6	0	0.2	3	7	-2	4
NC(=O)c1ccc(OCCC(O)N2CC=C(c3ccc(F)cc3)CC2)cc1 (stereo not given)	4	-4	9	4	/	0	10	6	6
NP(=O)(OCC(F)(F)F)Oc1cccc2ccccc12 (stereo not given)	8	7	6	5	-0.5	19	15	-3	7
C=CCn1c(O)c(C=Nc2ccc(OC)cc2C)c(=O)[nH]c1=O	2	8	7	2	-2.4	5	-3	0	-6
CN(C)S(=O)(=O)c1cc(C(=O)N2CCC(C(=O)O)(c3ccccc3)CC2)ccc1Cl	0	1	1	2	-0.1	0	0	1	-2
Cc1nc2ccccc2c(=O)n1/N=C/c1cc(Br)cc(Br)c1O	1	5	14	9	/	5	-1	3	9
O=C(N/N=C/c1c(O)n(C2CCCCC2)c(=S)[nH]c1=O)c1ccccc1	-5	6	10	0	-5.1	5	-13	0	12
C[C@H]1CC[C@@]2(C)[C@@H](CC[C@@H]3[C@@H]2CC[C@]2(C)[C@@H](O)CC[C@@H]32)C1	6	-1	5	0	3.8	3	1	-3	-6
O=c1c2ccccc2nc(-c2ccccc2)n1-c1cccc(O)c1	2	7	11	16	-14	5	-1	-1	5
C=CC12CN(C)[C@@H]3C4CO[C@H](C[C@H]41)[C@]1(C(=O)Nc4ccccc41)[C@@H]32 (stereo not given in full)	2	-1	-2	-2	1.4	1	-1	-1	-7

In another format: results already given.
| Compound | GLD-1 TGE inh | AHR activator | MCL1-BIM inh | BCLXL inh | MEX-5 binding | PAFAH1B2 inh | PME-1 inh | Fam108B inh | pPAFAH inh |
| --- | --- | --- | --- | --- | --- | --- | --- | --- | --- |
| CC(C)(C)c1cc([N+](=O)[O-])cc(C(C)(C)C)c1O | 0 | -1 | 2 | -2 | 0.6 | / | -3 | 0 | 3 |
| CCCc1c(C)nc(SCC(=O)C(C)(C)C)nc1OC(=O)N(C)C | -2 | -2 | 4 | 3 | -0.4 | 0 | -4 | -4 | 5 |

Remaining list, next part
SMILES	GLD-1 TGE inh	AHR activator	MCL1-BIM inh	BCLXL inh	MEX-5 binding	PAFAH1B2 inh	PME-1 inh	Fam108B inh	pPAFAH inh
CCOc1ccc(N2C(=O)CC(=O)NC2=O)cc1	-12	0	-10	-1	2.6	1	-3	-7	9
O=C(COc1ccc(Cl)cc1)N1CCN(C/C=C/c2ccccc2)CC1	7	2	1	4	3.1	10	1	1	2
COc1cccc(-n2c(C)nc3ccccc3c2=O)c1	4	2	-3	0	-2.4	2	-7	2	2
Cc1cc(=O)[nH]c(SCc2nc3ccccc3c(=O)n2-c2ccccc2C)n1	-1	4	2	7	0.3	5	22	-2	6
CCCCn1c(O)c(C(C)=NCc2ccco2)c(=O)[nH]c1=O	6	-1	5	6	-0.2	7	3	-2	-1
CCOc1ccccc1CN1C2CCC1CC(c1ccc(C)cc1)C2 (stereo not given)	-3	6	-8	1	-1.6	3	-1	3	6
COc1ccc(CN2CCN(c3ccccc3)CC2)c(C)c1C	2	1	6	1	-3.5	7	0	-2	-2
CCC(=NCCCn1ccnc1)c1c(O)n(-c2ccccc2)c(=O)[nH]c1=O	2	2	1	5	1.9	3	0	-4	11
Cc1c(C=O)c2ccccc2n1Cc1ccc([N+](=O)[O-])cc1	1	-4	6	8	-2.1	3	-3	-1	-1
CC(C)c1c(CN(C)C(C)Cc2ccccc2)n(C)n(-c2ccccc2)c1=O (stereo not given)	6	4	3	4	/	4	5	-6	8
O=C(NC(=C(Cl)Cl)P(=O)(c1ccccc1)c1ccccc1)c1ccccc1	0	-3	3	3	-1.3	-1	5	-2	3
CC1CN=C(NCCc2ccccc2)S1 (stereo not given)	7	2	7	7	1.5	0	-8	1	-2
CN=C(SCc1ccccc1)c1c(O)n(C)c(=O)n(C)c1=O	8	-1	-5	-4	1.2	3	0	0	8
Cc1cc(/C=C2\C(=O)NC(=S)N(C)C2=O)c(C)n1C1CCCCC1	-9	12	2	7	-1.2	-1	1	4	-1
O=C(CN1CCN(C(=O)COc2cccc(F)c2)CC1)Nc1ccc(Cl)c(C(F)(F)F)c1	0	0	-14	-8	/	1	-2	/	-1
Cc1c(N=Cc2c(O)n(C)c(=O)[nH]c2=O)c(=O)n(-c2ccccc2)n1C	8	2	4	6	-0.4	/	1	-1	8
O=C1CC(=O)N(c2ccc3c(c2)OCO3)C(=O)N1	5	9	-11	-1	-2.4	2	1	2	1
CCc1nnc(NS(=O)(=O)c2ccc(N=Cc3c(O)n(-c4ccc(Cl)cc4)c(=O)[nH]c3=O)cc2)s1	-23	1	-23	-24	-28*	2	2	2	-1
O=P(O)(O)COc1ccccc1O	2	2	-1	7	0.2	-3	-6	-2	-1
CCCN1CCO[C@@H]2c3cc(O)ccc3OC[C@H]21	3	-4	-5	0	/	1	-1	6	3
Cc1cc(/C=C2\C(=O)NC(=O)N(c3ccc(Br)cc3)C2=O)c(C)n1-c1cc(C(=O)O)cc(C(=O)O)c1	-4	-1	18	8	-2.5	2	2	1	20
Nc1nnc(CCN2CCCCC2)s1	9	-1	4	5	-1.9	3	-3	0	0
Cc1ccc(C(O)P(=O)(Oc2ccccc2)Oc2ccccc2)cc1 (stereo not given)	5	8	3	-2	2.1	2	38*	3	5
CCOC(=O)c1c(/N=C/c2c(O)n(-c3cccc(C)c3)c(=O)[nH]c2=O)sc2c1CCCC2	-18	6	-1	0	-4.9	-5	1	-7	8
COc1ccc(C(=O)C2CCCN(Cc3ccc(C)s3)C2)c(OC)c1 (stereo not given)	-1	2	9	9	2.6	2	3	4	-1
Other compounds:
SMILES	GLD-1 TGE inh	AHR activator	MCL1-BIM inh	BCLXL inh	MEX-5 binding	PAFAH1B2 inh	PME-1 inh	Fam108B inh	pPAFAH inh
CC(C)N1CCN(Cc2cccc3c2OCO3)CC1CCO (stereo not given)	-1	3	-2	4	-1.5	-1	-4	-1	3
COc1ccc2c(c1OC)C(=O)OC2C1c2cc3c(cc2CCN1C)OCO3 (stereo not given)	-7	0	-5	-3	-1.1	4	4	-5	2
O=C1CN=C(c2ccc(F)cc2)c2oc3ccccc3c2N1	1	3	0	6	0.7	10	11	0	0
COc1ccccc1CCNCc1cccc(C(F)(F)F)c1	0	1	10	6	1.4	7	3	4	-3
CC1=CC(=C2C(=O)NC(=S)NC2=O)C=C(C(F)(F)F)N1C	-8	-1	10	7	-3.2	4	3	0	7
O=C1C2CCN(CC2)C1Cc1ccccc1O (stereo not given)	-1	-1	-2	2	0.5	/	2	-1	0
CCc1ccc(CN2CCN(Cc3cc(Br)ccc3O)CC2)cc1	-1	0	-3	6	2.0	0	3	-1	16
CCOc1cccc(=NC2CCCCC2)c2c(C)[nH]c(C)c12	1	45	8	10	-8.8	7	-1	3	5
CCC(=O)OC1(c2ccccc2)CCN(C)CC1C (stereo not given)	-6	-2	-1	-1	1.6	/	2	2	4
CNC(=O)ON(C(=O)NC)C1N(C)C(=S)SC1(C)C (stereo not given)	5	-1	7	2	-0.8	4	5	-2	9
Cc1ccc(C2N(c3cc(C)on3)C(=O)C3CCCN32)cc1 (stereo not given)	1	2	-1	0	0.2	1	2	3	-2
O=c1[nH]c(=S)[nH]c(O)c1N=Nc1cc(S(=O)(=O)Nc2ccc(Cl)cc2)ccc1Cl	4	1	18	10	/	21	41*	/	49*
COc1ccc(N2C(=O)/C(=C/c3cc(C)n(-c4ccc(C)cn4)c3C)C(=O)NC2=S)c(OC)c1	0	0	5	15	1.8	-1	-4	1	12
O=[N+]([O-])c1cc(F)c(N2CCCCCC2)cc1N1CCNCC1	3	4	16	8	-0.8	-1	1	3	0
O=C(CN1CCCCC1)c1ccccc1Cl	0	6	5	8	1.0	-2	5	7	1
COC(=O)C1=C(c2cccc(Cl)c2)C[C@@H]2CC[C@H]1N2C(=O)N1CCCC1	-1	1	0	-2	/	-3	3	/	0
Cc1ccc(NP(=O)(Oc2ccccc2F)Oc2ccccc2F)cc1	5	9	6	5	-0.8	6	1	0	7
CC(=O)OC1(c2ccccc2)CC(C(C)(C)C)CN(C(C)(C)C)C1 (stereo not given)	0	-1	5	1	-0.1	5	0	-1	2
Clc1cccc(N2CCNCC2)n1	3	0	10	9	0.2	0	-5	1	-5
CC(C)NP(=O)(NC(C)C)OP(=O)(NC(C)C)NC(C)C	4	3	-2	6	/	2	-1	0	6
O=C1Nc2ccc(Br)cc2C(c2ccccc2Cl)=NC1O (stereo not given)	0	6	1	1	-0.8	4	0	-3	3
